Screening results from PubChem BioAssay.
ADAM17 inh – inhibitors of human ADAM17. recombinant ADAM17, EDANS/DABCYL FRET peptide cleavage. P78536. hit rate 0.83% among 370,000. inhibition, % at 6.95 µM;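 active means inhibition above the mean of compounds lying between control limits plus 3 SD, set per campaign, cut at about 8.5% in these data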;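 further: 0% = DMSO-only wells as the low control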
DAX1 inh-1 – blocks DAX1 repression of SF-1 activated StAR promoter; HEK293T StAR-luciferase reporter, SF-1/DAX-1 repression relief; inhibition, % at 6.8 µM; hit rate 1.1% among 370,000; AID 652010;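 active means inhibition above the mean over all tested compounds plus 3 SD, cut at about 3.6% in these data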;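 further: 0% = DAX-1 cells with DMSO and 100% = cells lacking DAX-1 with DMSO; higher inhibition means more luminescence from relief of DAX-1 repression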
ssDAF-12 act – activates DAF-12 receptor from parasite S. stercoralis; activation, % at 6.8 µM; AID 652126; HEK293 ssDAF-12/GRIP1 lit1-tk-luc reporter, luminescence; % of 3 µM dafachronic acid response; hit rate 1% among 370,000;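 active means activation above the mean over all tested compounds plus 3 SD, cut at about 0.9% in these data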;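 further: 0% = DMSO-only wells and 100% = 3 µM delta7-dafachronic acid wells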
MBD2 DNA inh – MBD2-methylated oligo binding inhibition; inhibition, % at 4.4 µM; TR-FRET, MBD2 binding to methylated oligonucleotide; hit rate 0.31% among 370,000; in the data active means inhibition above about 13%
PLC-beta3 inh – inhibitors of human phospholipase C beta3; Q01970; hit rate 0.18% among 370,000; Purified PLC-beta3, fluorogenic substrate, fluorescence; inhibition, % at 12.2 µM; in the data active means inhibition above about 11%;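 further: 0% = median of compound wells on plate and 100% = full blocker control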
SMARCA2 activ – activators of SMARCA2 function. MG213 cells, MMTV-luciferase reporter, dexamethasone, overnight. activation, % at 9.1 µM. hit rate 1% among 370,000; in the data active means activation above about 7.8%;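 further: 0% = vehicle wells and 100% = reference activator wells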
hgDAF-12 ag – activates the H. glycines DAF-12 receptor ligand-binding domain; HEK293 GAL4-hgDAF12 UAS-luciferase reporter, agonist luminescence; normalized to butyrate control; activation, % at 6.8 µM; hit rate 1.8% among 370,000;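 active means activation above a cutoff set at the mean of all screened compounds plus 3 SD, cut at about 10% in these data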;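 further: 0% = DMSO wells and 100% = sodium butyrate wells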
hcDAF12 agonist – activators of H. contortus DAF-12 nuclear receptor; HEK293 hcDAF-12 lit1-tk-luc reporter, luminescence; 0% DMSO, 100% Δ7-dafachronic acid; activation, % at 6.8 µM; hit rate 1.4% among 370,000; AID 652067;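 active means activation above the mean of all tested compounds plus 3 SD, cut at about 5.5% in these data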;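 further: 100% = response to 3 µM Δ7-dafachronic acid high control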
PLC-gamma1 inh – blocks human PLC-gamma1 enzyme activity. P19174. purified PLC-gamma1, fluorogenic substrate, fluorescence. inhibition, % at 12.2 µM. hit rate 0.84% among 370,000; in the data active means inhibition above about 9.5%
Target sequence (P19174 whole entry, looked up): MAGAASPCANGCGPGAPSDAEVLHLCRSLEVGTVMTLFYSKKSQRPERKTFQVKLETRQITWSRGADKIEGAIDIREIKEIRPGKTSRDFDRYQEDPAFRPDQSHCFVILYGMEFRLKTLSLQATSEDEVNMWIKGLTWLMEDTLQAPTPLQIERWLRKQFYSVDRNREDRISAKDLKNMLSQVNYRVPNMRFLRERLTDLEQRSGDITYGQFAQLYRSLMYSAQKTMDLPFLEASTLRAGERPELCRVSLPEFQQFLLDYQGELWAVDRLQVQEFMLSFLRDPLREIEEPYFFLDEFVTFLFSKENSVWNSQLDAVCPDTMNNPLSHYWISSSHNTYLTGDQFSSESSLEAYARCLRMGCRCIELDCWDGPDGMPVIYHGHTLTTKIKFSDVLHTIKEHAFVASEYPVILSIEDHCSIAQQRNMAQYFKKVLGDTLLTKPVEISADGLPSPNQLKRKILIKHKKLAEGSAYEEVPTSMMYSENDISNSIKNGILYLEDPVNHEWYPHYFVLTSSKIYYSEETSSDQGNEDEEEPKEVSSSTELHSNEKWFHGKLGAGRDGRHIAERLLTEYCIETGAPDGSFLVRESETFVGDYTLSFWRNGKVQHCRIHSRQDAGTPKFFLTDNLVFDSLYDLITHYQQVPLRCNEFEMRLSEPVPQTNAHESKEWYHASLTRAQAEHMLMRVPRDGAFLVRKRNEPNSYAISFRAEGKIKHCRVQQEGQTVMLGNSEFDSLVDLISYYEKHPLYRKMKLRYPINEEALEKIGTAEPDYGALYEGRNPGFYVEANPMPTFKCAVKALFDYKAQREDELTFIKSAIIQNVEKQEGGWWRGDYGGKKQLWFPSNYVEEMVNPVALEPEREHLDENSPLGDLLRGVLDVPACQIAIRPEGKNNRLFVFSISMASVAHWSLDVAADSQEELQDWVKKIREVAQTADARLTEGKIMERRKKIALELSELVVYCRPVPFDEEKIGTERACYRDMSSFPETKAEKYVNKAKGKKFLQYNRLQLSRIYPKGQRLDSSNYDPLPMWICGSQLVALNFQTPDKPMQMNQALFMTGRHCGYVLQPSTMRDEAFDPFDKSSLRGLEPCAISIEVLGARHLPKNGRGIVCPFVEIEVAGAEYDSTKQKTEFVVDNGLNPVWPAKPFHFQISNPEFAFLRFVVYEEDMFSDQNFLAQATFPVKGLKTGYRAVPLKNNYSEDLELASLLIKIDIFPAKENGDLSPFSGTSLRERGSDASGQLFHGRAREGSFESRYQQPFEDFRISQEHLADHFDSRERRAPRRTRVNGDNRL
NR1D1 modulator – modulators of human Rev-erb alpha DNA binding | P20393 | Rev-erbα–FITC-DNA binding, fluorescence polarization, 90 min | activity, % at 10 µM | hit rate 0.79% among 370,000;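 active means activity above about 14%, limit read from the data; passing the limit was not always enough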;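 further: 0% = DMSO wells with 35 nM protein and 100% = DMSO wells with 750 nM protein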
DAX1 inh-2 – NR0B1 (DAX1) inhibition | P51843 | HEK293 Gal4-DAX1 luciferase reporter, luminescence | inhibition, % at 6.75 µM | hit rate 0.99% among 340,000 | AID 504766;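 active means inhibition above the mean over all tested compounds plus 3 SD, cut at about 4.2% in these data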;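 further: 0% = DAX1-transfected cells with DMSO and 100% = empty-vector control cells with DMSO; inhibition shows as a rise in luminescence from relieved DAX1 repression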
Starred values were filed as active, the others as inactive; i = inactive; · = not tested or not shown.

Abbreviations: A = ADAM17 inh; B = DAX1 inh-1; C = ssDAF-12 act; D = MBD2 DNA inh; E = PLC-beta3 inh; F = SMARCA2 activ; G = hgDAF-12 ag; H = hcDAF12 agonist; I = PLC-gamma1 inh; J = NR1D1 modulator; K = DAX1 inh-2
1. CC[C@H](C)[C@H](NC(N)=O)C(=O)NCCc1ccc(Cl)cc1
  A = -0.2	B = 0.2	C = -1.2	D = 1.2	E = 0.4	F = -1.1	G = -0.6	H = 0.1	I = 0.8	J = 2.8	K = 1.5
2. Cc1ccc(C(=O)N2NC(c3ccc(F)cc3)C3C(=O)N(c4ccc(C)c(C)c4)C(=O)C32)cc1 (stereo not drawn)
  A = -0.6	B = 2.2	C = -1.6	D = 3.6	E = -1.4	F = -4.1	G = -0.4	H = 0.7	I = 4.4	J = 1.0	K = 2.0
3. COC(=O)C(Cc1csc2ccc(Cl)cc12)NC(=O)c1ccc(Cl)cc1 (stereo not drawn)
  A = -3.8	B = 0.1	C = -1.2	D = 0.6	E = 0.7	F = 0.2	G = 1.5	H = 1.4	I = -1.4	J = 0.5	K = 0.0
4. Cn1cnnc1SC/C(O)=C(\C#N)c1nc2ccccc2[nH]1
  A = -2.2	B = 0.0	C = -0.1	D = -6.8	E = -4.0	F = 1.3	G = 1.2	H = 1.8	I = -4.3	J = -0.6	K = -1.1
5. CC(C(=O)Nc1ccccc1-c1ccccc1)N1CCCCC1 (stereo not drawn)
  A = -3.2	B = -1.1	C = -1.0	D = 5.6	E = 3.5	F = 1.4	G = 2.1	H = 0.4	I = 1.7	J = -4.0	K = -0.5
6. c1ccc(CNc2nc(CN3CCOCC3)nc3scc(-c4ccccc4)c23)cc1
  A = -2.5	B = 0.0	C = -1.3	D = -6.2	E = 3.8	F = -0.7	G = 2.7	H = -0.1	I = 2.5	J = 0.6	K = -0.3
7. COc1ccc(/C(O)=C2/C(=O)C(=O)N(CCN(C)C)C2c2ccc(F)cc2)cc1Cl (stereo not drawn)
  A = 7.1	B = 0.3	C = -1.5	D = -0.6	E = 3.6	F = -2.8	G = 1.5	H = -2.9	I = 5.5	J = 10.7	K = -0.3
8. CC(C)(C)C(=O)N1CCN(c2ccc(NC(=O)c3ccc4c(c3)OCCO4)cc2)CC1
  A = -1.5	B = -1.2	C = -2.0	D = -0.8	E = -2.5	F = -3.3	G = -4.1	H = -3.1	I = 0.8	J = -4.7	K = -1.2
9. O=C1CC(c2cc3c(cc2Br)OCO3)C2=C(CCCC2=O)N1 (stereo not drawn)
  A = -0.6	B = 0.2	C = -1.5	D = -7.7	E = 2.8	F = -1.8	G = -0.4	H = -0.3	I = -0.1	J = 0.1	K = 0.3
10. CC(C)C[C@H]1CN(CCCC[C@@H]2CNC(=O)C(=O)N2Cc2ccccc2)C(=O)C(=O)N1CCc1ccccc1
  A = -5.8	B = 0.1	C = -1.4	D = 2.9	E = -2.2	F = -1.1	G = 0.4	H = 0.5	I = 1.4	J = -3.3	K = ·
11. CCCCOc1ccccc1N1CCN(CCCN2C(=O)C3CCCN3C2=O)CC1 (stereo not drawn)
  A = -6.8	B = -0.2	C = -1.6	D = 3.5	E = -4.1	F = -0.4	G = -0.2	H = -1.3	I = -1.0	J = -3.3	K = -1.3
12. CC1=CC(=O)C(C(C)C)=C/C1=N\OS(=O)(=O)c1ccccc1
  A = -0.3	B = ·	C = -2.4	D = 0.9	E = 0.6	F = ·	G = -12.8	H = -4.0	I = 1.0	J = 0.5	K = ·
13. N#Cc1ccc(CSc2nnc(-c3c[nH]c4ccccc34)n2-c2ccccc2)cc1
  A = 6.9	B = -0.9	C = -2.0	D = 1.9	E = -3.0	F = -1.2	G = -2.0	H = -1.4	I = 1.5	J = 4.4	K = -0.5
14. CN(CC(=O)Nc1ccc(F)c(F)c1)S(=O)(=O)c1cccs1
  A = -0.1	B = -0.5	C = -1.2	D = 0.5	E = -5.2	F = -1.9	G = 1.9	H = -0.8	I = -0.4	J = 6.7	K = 0.1
15. CC(=O)Nc1ccc(C(=O)N(C2=NC(C)CS2)c2ccc(Cl)cc2)cc1 (stereo not drawn)
  A = -2.4	B = -0.2	C = -0.7	D = 0.4	E = -4.8	F = 1.4	G = 1.0	H = -0.1	I = 1.2	J = -4.5	K = 1.0
16. CC(=O)Nc1ccc(S(=O)(=O)C(C#N)c2nc3ccccc3nc2NCCO)cc1 (stereo not drawn)
  A = i	B = 0.8	C = 0.0	D = -3.9	E = i	F = -1.5	G = -3.2	H = 1.9	I = i	J = -1.2	K = 3.5
17. CCC(=O)Nc1ccc(C(=O)CSc2nc(N)cc(N)n2)cc1
  A = -1.8	B = 0.1	C = -1.4	D = -2.2	E = -3.3	F = 1.8	G = 2.1	H = 1.6	I = 5.7	J = 0.2	K = 0.4
18. O=S(=O)(c1cccc(C(F)(F)F)c1)c1ccc(O)cn1
  A = 0.5	B = -0.1	C = -1.6	D = 4.7	E = -5.7	F = -4.5	G = 0.4	H = -1.3	I = -2.1	J = 0.7	K = 0.8
19. CCc1ccc(Nc2nnc(SC(C)C(=O)NC3CC3)s2)cc1 (stereo not drawn)
  A = -4.6	B = -0.1	C = -1.4	D = 4.9	E = 4.0	F = -1.7	G = -3.4	H = 0.3	I = 0.9	J = 2.1	K = -1.2
20. COc1ccc(S(=O)(=O)N(C)C[C@H]2OCc3cnnn3CCCC(=O)N([C@H](C)CO)C[C@@H]2C)cc1
  A = -6.4	B = -1.0	C = -0.9	D = -2.6	E = -0.5	F = -4.4	G = 0.8	H = 1.1	I = 3.5	J = 0.7	K = -1.2
21. O=C1c2ccccc2NC(c2ccc(-c3ccc(F)cc3)o2)N1O (stereo not drawn)
  A = -18.5	B = 1.9	C = -0.7	D = -5.8	E = -77.5	F = 6.4	G = 6.4	H = 0.5	I = -57.6	J = 3.6	K = 3.0
22. CSc1nnc(C)c(/C=C/NOCc2cccc(F)c2)n1
  A = 0.6	B = 0.1	C = -1.1	D = -5.9	E = 3.7	F = -3.6	G = -1.4	H = 0.4	I = 1.9	J = 1.1	K = 2.0
23. CCOc1ccc(-n2c(=O)[nH]cc(C(=O)N3CCc4ccccc43)c2=O)cc1
  A = -1.7	B = -0.6	C = -1.0	D = -2.3	E = -2.1	F = -2.8	G = 0.6	H = 3.0	I = 1.3	J = 2.0	K = 1.5
24. O=C(NCC(c1ccco1)N1CCN(c2ccc(F)cc2)CC1)c1cccs1 (stereo not drawn)
  A = -5.3	B = -0.3	C = -0.6	D = 4.0	E = -8.3	F = -0.6	G = 0.9	H = -2.0	I = 8.5	J = -6.9	K = -0.5
25. C[C@H](NC(=O)c1ncn2c1C(=O)NC[C@@H]2C)C(=O)OC(C)(C)C
  A = -5.1	B = 0.4	C = -0.6	D = 2.6	E = -0.5	F = 0.5	G = -2.6	H = -2.4	I = -0.4	J = -4.5	K = -1.0
26. CCN(CC)Cc1c(C(=O)N/N=C/c2ccc(OCc3ccccc3C)cc2)nnn1-c1nonc1N
  A = -0.3	B = -0.1	C = -0.2	D = -2.5	E = -3.5	F = -1.7	G = 4.6	H = -0.2	I = 1.5	J = 0.4	K = 0.4
27. O=C(CCCOc1ccccc1)Nc1cccc(S(=O)(=O)N2CCOCC2)c1
  A = 3.5	B = 0.3	C = -0.6	D = -2.9	E = 2.3	F = 1.7	G = -0.8	H = -0.7	I = 3.0	J = -1.0	K = -0.2
28. O=C1CCC(c2ccccc2)=NN1Cc1c(F)cccc1Cl
  A = -0.2	B = 0.6	C = -1.9	D = -0.9	E = -2.0	F = 0.3	G = -1.8	H = -0.3	I = 6.5	J = 5.3	K = -1.3
29. CCCCCCCCN1C(=O)[C@@H](CC(=O)NCc2cccc(C(F)(F)F)c2)C[C@@]2(C(=O)OC)C1=C[C@H](C(C)C)O[C@@H]2C1CC1
  A = -1.1	B = 0.2	C = -0.9	D = -6.2	E = -1.9	F = 0.5	G = 0.1	H = -2.3	I = -1.0	J = 1.2	K = ·
30. COc1ccc(CN(Cc2cc3cc4c(cc3[nH]c2=O)OCO4)C(=O)NC2CCCCC2)cc1
  A = -11.1	B = 0.0	C = -1.4	D = 0.1	E = -4.2	F = 1.4	G = 0.5	H = -1.1	I = -2.3	J = -3.5	K = -0.1
31. O=C(Nc1ccccc1)/C(=C/c1ccc(F)cc1)NC(=O)c1ccco1
  A = -0.9	B = -0.2	C = -0.6	D = 0.1	E = -2.5	F = 1.4	G = -2.0	H = -2.0	I = 4.9	J = 6.0	K = 0.1
32. COc1cccc(CN(CC(=O)NC2CCCCC2)C(=O)c2csnn2)c1
  A = -2.3	B = 0.1	C = -0.6	D = 3.6	E = -5.4	F = -0.2	G = -1.5	H = -2.1	I = 1.5	J = 3.0	K = -1.2
33. CCOc1ccc2c(c1)c1nnc(SCC(=O)NC3CC3)nc1n2C
  A = 0.2	B = -0.1	C = -1.3	D = -6.8	E = -2.8	F = -2.4	G = 0.2	H = -0.5	I = 4.1	J = 1.3	K = 1.6
34. Cc1ccc(N(C)C(=O)c2cc(S(=O)(=O)N3CCCC3)cn2C)cc1
  A = -0.6	B = -0.5	C = -1.1	D = -3.0	E = 3.3	F = -1.6	G = -1.1	H = 0.1	I = 0.6	J = -2.3	K = -0.6
35. COc1ccc(C(=O)n2cnc3ccccc32)cc1[N+](=O)[O-]
  A = 4.2	B = 0.0	C = 1.4*	D = -1.2	E = -5.6	F = -0.4	G = 3.6	H = 5.3	I = 1.5	J = 6.2	K = 0.6
36. Nc1ccccc1C(=O)N(Cc1ccccc1)Cc1ccccc1
  A = -8.5	B = -1.1	C = -0.5	D = -0.3	E = -16.0	F = -2.6	G = -0.8	H = 0.4	I = -12.6	J = -1.7	K = -0.6
37. CCOC(=O)N1CCC(NC(=O)Cn2cc3c(n2)CCCC3)CC1
  A = -0.3	B = -0.8	C = -0.6	D = 2.4	E = 1.5	F = -1.4	G = 2.0	H = 0.5	I = 0.2	J = 4.2	K = 2.6
38. O=C(c1cc(-c2ccccc2Cl)on1)N1CCN(C(=O)c2ccco2)CC1
  A = -4.5	B = -0.3	C = -0.3	D = 3.1	E = -2.8	F = -3.7	G = 2.8	H = 0.6	I = -0.1	J = 0.4	K = 0.3
39. CC(C)[C@@H]1Cc2[nH]c(=O)[nH]c(=O)c2[C@H](c2ccc(F)cc2)O1
  A = -3.0	B = -0.5	C = -1.3	D = -5.2	E = 0.6	F = -0.7	G = 0.1	H = -1.9	I = -1.8	J = 1.1	K = ·
